Bioassay records as filed in PubChem.
FBW7 activator = activators of human E3 ligase FBW7; Q969H0; 0.13% of 650,000 active; AID 1259310; AlphaScreen FBW7–phospho-cyclin E peptide binding, activator screen; normalized activity (activation), % at 26.1 µM; in the data active means normalized activity above about 1.9%;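 further: purified mutant Fbw7 with reduced substrate affinity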
Target sequence (Q969H0 whole entry, looked up): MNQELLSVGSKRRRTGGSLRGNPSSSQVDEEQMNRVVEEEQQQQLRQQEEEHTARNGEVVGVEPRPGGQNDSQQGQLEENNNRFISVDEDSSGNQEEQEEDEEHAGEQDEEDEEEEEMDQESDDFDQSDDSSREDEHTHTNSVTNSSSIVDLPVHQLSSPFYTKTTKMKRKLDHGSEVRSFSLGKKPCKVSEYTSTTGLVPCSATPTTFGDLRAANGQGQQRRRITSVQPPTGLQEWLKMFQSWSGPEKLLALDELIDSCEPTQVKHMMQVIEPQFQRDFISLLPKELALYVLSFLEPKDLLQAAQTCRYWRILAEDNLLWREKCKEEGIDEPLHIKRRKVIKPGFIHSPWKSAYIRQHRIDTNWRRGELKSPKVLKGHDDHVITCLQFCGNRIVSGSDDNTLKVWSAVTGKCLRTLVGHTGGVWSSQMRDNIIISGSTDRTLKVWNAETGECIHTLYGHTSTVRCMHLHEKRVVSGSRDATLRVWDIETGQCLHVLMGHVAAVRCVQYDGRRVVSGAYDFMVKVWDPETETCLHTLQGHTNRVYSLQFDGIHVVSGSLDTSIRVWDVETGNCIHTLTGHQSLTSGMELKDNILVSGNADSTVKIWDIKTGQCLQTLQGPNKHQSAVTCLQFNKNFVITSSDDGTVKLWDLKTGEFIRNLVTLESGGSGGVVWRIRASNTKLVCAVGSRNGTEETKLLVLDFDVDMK
MITF inh = inhibitors of human MITF; O75030; AlphaScreen MITF homodimerization, bead proximity signal; inhibition, % at 2.6 µM; 0.91% of 650,000 active; AID 1259374; in the data active means inhibition above about 50%;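 further: 0% = vehicle wells with protein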
GPR151 ag = human GPR151 activation; Q8TDV0; PathHunter beta-arrestin GPR151 cells, luminescence; activation, % at 11.2 µM; 1% of 650,000 active; in the data active means activation above about 4.9%;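 further: 0% = median of compound wells and 100% = cells with positive control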
TEAD-YAP block = TEAD-YAP interaction inhibition; HEK-TIYL cells, TEAD-Gal4/YAP UAS-luciferase luminescence; inhibition, % at 9.12 µM; 1.4% of 640,000 active; in the data active means inhibition above about 32%;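 further: 0% = median of test compound wells and 100% = reference inhibitor wells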
The depositor's hits bear a star; & = joins results of further samples.

SMILES	FBW7 activator	MITF inh	GPR151 ag	TEAD-YAP block
COCCCNC(=O)CN1CCN(Cc2ccc(Cl)cc2)C1=O	0.2	8	0.6	0
CC(C)CC(NC(=O)OC(C)(C)C)C(=O)NC(C(=O)NC(C)C(N)=O)C(C)C (stereo not given)	0.1	13	0.4	7
O=[N+]([O-])c1cc(Oc2ccccc2)cc(Oc2ccc3oc4c(c3c2)CCCC4)c1	0.9	17	-1.2	1
CCN1C(=O)C2(c3ccccc31)c1c(C)nn(-c3ccccc3)c1N=C1C=CC(Cl)=NN12 (stereo not given)	-0.2	18	3.3	4
Cn1c(SCc2nnc3n2CCCCC3)nc2ccccc21	0.2	14	-0.7	-11
c1ccc2[nH]c(-c3ccc(-c4nc5ccccc5o4)cc3)nc2c1	0.0	-4	-1.8	-69
COc1ccc(NC(=O)c2cc(O)c3ccccc3c2)cc1	-0.1	-1	-1.9	-44
O=C(NCCn1ncc2c(N3CCCCCC3)ncnc21)c1cnccn1	0.3	2	1.7	27
CCOC(=O)c1ccccc1NC(=O)/C(C)=C\c1ccccc1	0.2	11	-2.6	-7
Cc1cccc(-n2ncc3c(NCc4ccccc4Cl)ncnc32)c1	0.1	4	0.4	-8
NS(=O)(=O)c1ccc(CCNC(=O)CSCC(=O)Nc2ccc(Cl)cc2)cc1	-0.1	-2	0.0	-3
Cc1ccc(C)c(NC(=O)Nc2nnc(N3CCCCCC3)s2)c1	0.3	8	-0.5	8
COc1ccc(OCC(O)Cn2c(N3CCCCC3)nc3c2c(=O)n(C)c(=O)n3C)cc1 (stereo not given)	0.6	5	-1.1	3
CN(C)CCNC(=O)CCN1C(=O)c2ccccc2C1=O	0.1	14	0.7	1
Fc1cccc(Cl)c1CSc1nnc2ncccn12	-0.1	-9	-0.5	-72
CCC(C)(CC(=O)O)CC(=O)N1CCC2(CC1)OCCc1c2[nH]c2ccccc12 (stereo not given)	0.1	-7	0.2	-8
Cc1ccc(OCC(=O)Nc2ccccc2[N+](=O)[O-])c(Br)c1	-0.1	11	-0.6	-55
CC(=O)Nc1ccc(S(=O)(=O)N2CCC(C(N)=O)CC2)cc1	-0.1	0	0.7	-4
Cc1cc(=O)oc2cc(OCC(=O)Nc3cccc(C(=O)O)c3)ccc12	0.0	-5	3.8	0
CCOC(=O)c1cnn(-c2nc(C)nc3sc(-c4ccccc4)cc23)c1/N=C/N(C)C	0.0	0	1.8	34*

Further records:
SMILES	FBW7 activator	MITF inh	GPR151 ag	TEAD-YAP block
COCCn1c(C)nnc1SCc1nc2ccccc2[nH]1	0.0	-3	-0.4	7
CCC(C)NC(=O)/C=C/c1ccc(S(=O)(=O)NCc2ccco2)cc1 (stereo not given)	0.1	0	-1.4	-3
COc1cccc(NC(=O)CN2C(=O)c3ccccc3S2(=O)=O)c1	0.1	7	-0.4	11
CCOC(=O)C1=C(C)N=c2s/c(=C\c3ccc(OC)c(OC)c3)c(=O)n2C1c1ccc(OC(C)C)cc1 (stereo not given)	-0.1	0	-0.5	3
CN(Cc1ccc(-n2cccn2)cc1)Cc1c(C(=O)N2CCCCC2)nc2sccn12	0.0	7	0.4	7
CC1CCCC(C)N1C(=O)C1c2ccccc2Oc2ccccc21 (stereo not given)	0.3	7	-1.7	0
CC(C)N1CC23C=CC(O2)C(C(=O)N2CCC4(CC2)NC(=O)c2ccccc2N4)C3C1=O (stereo not given)	-0.2	-1	-0.2	-10
COc1cc2nc(-c3c(C)noc3C)nc(Nc3ccc(N4CCOCC4)cc3)c2cc1OC	0.1	22	-2.5	-4
O=C(CSc1ccc(Cl)cc1)NC1CC2CCC1C2 (stereo not given)	0.0	-13	-0.5	-26
Fc1ccc(-c2cc(N3CCC4(CC3)OCCO4)nc(-c3ccncc3)n2)cc1	0.1	6	2.1	4
Cc1nn(CCc2nn[nH]n2)c2nc(-c3ccccc3)cc(C(F)(F)F)c12	0.1	2	0.5	8
CCc1ccc(CN2CCc3nnc(C(NS(C)(=O)=O)C(C)C)n3CC2)cc1 (stereo not given)	-0.1	-5	0.6	-7
CN(/N=C/c1ccc(Br)o1)C1=NS(=O)(=O)c2ccccc21	0.1	-7	-0.4	6
O=C(Nc1ccc(C(=O)N2CCOCC2)cc1)Nc1cccc2ccccc12	-0.2	4	-0.3	-7
Cc1cc([N+](=O)[O-])c(N2CC(C)OC(C)C2)c([N+](=O)[O-])c1 (stereo not given)	0.0	5	1.7	-8
Cn1nnnc1SCC(=O)Nc1ccccc1C(C)(C)C	-0.2	-4	0.3	3
CCCN(c1ccccc1CC)S(=O)(=O)c1cc2c(cc1C)NC(=O)CO2	0.1	12	1.9	-8
CCCOc1ccc(C(=O)Nc2ccc(N3CCOCC3)cc2)cc1	-0.1	-2	-0.2	-8
Cc1cccc(NC(=O)COc2ccc([N+](=O)[O-])c(C)c2)n1	-0.2	11	0.7	-6
CC(=O)c1ccc(N2CCN(C(=O)c3cc(-c4ccc(F)cc4)[nH]c3C)CC2)cc1	0.8	13	-0.6	23

Exported with two lines to a compound: four of the compounds above.
Each structure is followed by: FBW7 activator | MITF inh | GPR151 ag | TEAD-YAP block
- O=C(CSc1ccc(Cl)cc1)NC1CC2CCC1C2 (stereo not given)
 : 0.0 | -13 | -0.5 | -26
- Cc1cccc(NC(=O)COc2ccc([N+](=O)[O-])c(C)c2)n1
 : -0.2 | 11 | 0.7 | -6
- CCOC(=O)C1=C(C)N=c2s/c(=C\c3ccc(OC)c(OC)c3)c(=O)n2C1c1ccc(OC(C)C)cc1 (stereo not given)
 : -0.1 | 0 | -0.5 | 3
- CCc1ccc(CN2CCc3nnc(C(NS(C)(=O)=O)C(C)C)n3CC2)cc1 (stereo not given)
 : -0.1 | -5 | 0.6 | -7

Quoted from the listing:
MITF inh, O=C(CSc1ccc(Cl)cc1)NC1CC2CCC1C2 (stereo not given) = -13
TEAD-YAP block, CC(=O)c1ccc(N2CCN(C(=O)c3cc(-c4ccc(F)cc4)[nH]c3C)CC2)cc1 = 23
GPR151 ag, CCOC(=O)C1=C(C)N=c2s/c(=C\c3ccc(OC)c(OC)c3)c(=O)n2C1c1ccc(OC(C)C)cc1 (stereo not given) = -0.5
GPR151 ag, COc1cc2nc(-c3c(C)noc3C)nc(Nc3ccc(N4CCOCC4)cc3)c2cc1OC = -2.5

The list goes on:
SMILES	FBW7 activator	MITF inh	GPR151 ag	TEAD-YAP block
CSCCNC(=O)CCc1nnc(Cc2cccc(C(F)(F)F)c2)o1	0.0	-2	-0.4	-20
O=C(Nc1ccc(Cl)cc1Cl)NC1CC(=O)N(c2cccc(F)c2)C1 (stereo not given)	0.2	0	0.6	-4
O=C(CCCCCN1C(=O)c2ccccc2C1=O)Nc1ccc(C(=O)O)cc1	0.1	5	-1.2	-5
CCOc1ccccc1-c1csc(NC(C)=O)n1	-0.2	-4	0.1	-6
CN(C)S(=O)(=O)c1cccc(COC(=O)c2cnccn2)c1	-0.1	-2	-0.4	3
COc1cc2c(cc1NC(=O)c1ccoc1C)oc1ccccc12	0.0	-6	5.2*	-65
O=C(Nc1ccc2c(c1)OCO2)C1CC12CCN(C(=O)c1ccc3[nH]ccc3c1)CC2 (stereo not given)	0.1	8	-0.6	9
O=C(Nc1ccc(Cl)cc1)c1ccc(CSc2ccc(Cl)cc2)cc1	0.0	-14	1.3	-5
O=C(Nc1ccc(Cl)cc1)c1c(O)c2ccccc2[nH]c1=O	0.0	4	0.6	12
CCCCN(C)CCCN1C(=O)C2C(C(=O)Nc3ccc(Cl)cc3)C3C=CC2(O3)C1C(=O)NC1CCCCC1 (stereo not given)	-0.1	9	-0.9	0
COc1ccc(-c2nnc(NC(=O)c3ccc(S(=O)(=O)N4CCC(C)CC4)cc3)o2)cc1	-0.1	-8	-0.9	-5
CCCCOC(=O)c1ccc2c(c1)C(=O)N(c1cccc(Cl)c1)C2=O	-0.1	-8	2.2	-11
CC1(C)CC(NC(=S)Nc2ccc([N+](=O)[O-])cc2)CC(C)(C)N1	0.0&0.1	16&6	3.3&0.1	1&-10
COc1cc(NC(=O)CSc2nnc3[nH]c4cc(C)cc(C)c4c3n2)cc(OC)c1OC	0.2	20	0.0	-8
O=C(Nc1ccccc1)c1ccccc1NC(=O)C(c1ccccc1)c1ccccc1	0.5	19	-1.7	2
CC(Sc1nnc(-c2ccccc2)n1N)C(=O)O (stereo not given)	0.1	1	-0.5	10
COc1ccc(-c2ccc3nnc(SCC(=O)c4ccccc4)n3n2)cc1	-0.1	-11	-0.8	-23
O=C(Nc1cc(C(F)(F)F)ccc1Cl)c1ccc(S(=O)(=O)N2CCCCC2)cc1	0.3	4	0.5	3
O=C(NCc1cccnc1)/C(=C\c1ccc(Br)cc1)S(=O)(=O)c1ccccc1	-0.1	-5	-0.5	86*
CC1CCc2c(sc3ncnc(Oc4cccc5cccnc45)c23)C1 (stereo not given)	0.0	-8	-1.2	2

Following part:
SMILES	FBW7 activator	MITF inh	GPR151 ag	TEAD-YAP block
Cc1noc(C)c1-c1cc(C(=O)Nc2ccc(N3CCOCC3)cc2)ccn1	0.1	8	-0.6	6
Cc1ccc(Nc2nc(-c3cccc(Br)c3)cs2)cc1	-0.1	1	0.1	-40
c1ccc(-n2cc(-c3ccc4c(c3)OCCO4)[n+]3c2SCCC3)cc1	-0.2	8	0.3	31
O=C(CSc1nc2ccccc2c(=O)n1-c1ccc(C(=O)N2CCOCC2)cc1)N1CCCC1	-0.1	1	0.8	15
Cc1cc(C)cc(NC(=O)C2CCN(c3ccc(N4CCOCC4)nn3)CC2)c1	-0.1	2	-1.9	0
N=c1oc2c([N+](=O)[O-])cc(Cl)cc2cc1-c1ccccn1	0.0	8	0.3	-9
Nc1nc(SCC(=O)N2CCC(c3noc4ccc(F)cc34)CC2)n[nH]1	0.1	12	-2.0	17
COc1ccc(-n2c(C)cc(C(=O)COC(=O)c3ccc(Cl)nc3)c2C)cc1	-0.1	3	1.0	7
CC(Cc1ccc2c(c1)OCO2)c1nc2cnccn2c1NCc1cccs1 (stereo not given)	-0.1	3	3.1	-2
O=C(COC(=O)c1ccc(Cl)nc1)Nc1ccc(F)c(F)c1	0.3	0	-0.3	12
COc1cc2nc(Nc3ccc(N4CCOCC4)cc3)nc(NCCOc3ccccc3)c2cc1OC	-0.5	20	3.0	0
Cc1ccc(N=Cc2cc([N+](=O)[O-])ccc2O)cc1F	0.1	-13	-1.8	-15
COc1ccc(C(CC(=O)NCC(OC)OC)NS(=O)(=O)c2ccc(Cl)cc2)cc1 (stereo not given)	0.2	7	-2.5	9
Cc1ccc(-c2nc3cc(NC(=S)NC(=O)c4cc5ccccc5o4)ccc3o2)cc1	0.1	-6	4.5	1
CC(C)(C)c1ccc(OCC(=O)Nc2ccc(Cl)cn2)cc1	0.0	1	-1.0	1
Cc1cc(C)c(N2C(=O)C3C(C2=O)N2CCCN2C3c2ccccc2)c(C)c1 (stereo not given)	-0.2	9	0.8	7
CC(=O)C1=C(O)CC(C)(O)C(C(C)=O)C1c1ccccc1 (stereo not given)	0.6	21	1.2	9
COc1ccccc1NC(=O)Nc1cccc(Cl)c1	0.2	7	-1.3	-26
Cn1nccc1Nc1cccc(C(=O)NCCc2ccc(O)cc2)n1	0.1	3	-0.2	-1
O=C(N/N=C/c1ccncc1)c1ccccc1Cl	0.4	45	0.1	5

Next entries:
SMILES	FBW7 activator	MITF inh	GPR151 ag	TEAD-YAP block
CCCOc1ccc(S(=O)(=O)NCc2ccccc2)cc1	0.2	-13	0.0	2
O=C(NCCOc1ccccc1)c1cnc(-c2ccc(N3CCOCC3)nc2)s1	-0.1	-2	-7.5	3
Cc1ccc(-c2csc(NC(=O)CSCC(=O)N3CCCC3)n2)cc1C	-0.1	-4	0.6	-13
Cc1cc(C(=O)c2ccccc2)c(NC(=O)CN2CCN(c3ccccc3)CC2)s1	0.1	0	1.2	3
Cc1cc(NC(=O)/C(=C/c2cccc([N+](=O)[O-])c2)NC(=O)c2ccccc2Br)ccc1Br	-0.1	1	1.0	-2
CC(C)NC(=O)Nc1nc(-c2ccc3c(c2)OCCO3)cs1	-0.2	10	0.0	-67
CCOC(=O)CSC1=C(C#N)C(c2ccc3c(c2)OCO3)CC(=O)N1 (stereo not given)	0.1	10	-0.7	13
O=C(OCc1ccccc1)N1CCOCCOCCOCCOCC1	-0.1	11	1.8	3
Cc1ccc(C(=O)NC(C)C(c2cccs2)N2CCN(C)CC2)cc1 (stereo not given)	0.0	-6	0.6	-9
CC(C)N(CCNc1nc(Nc2ccc(-n3ccnc3)cc2)nc2nc[nH]c12)C(C)C	-0.2	16	0.2	0
CCOc1ccc(S(=O)(=O)Nc2ccc3oc4c(c3c2)CC(C(C)(C)C)CC4)cc1 (stereo not given)	0.7	-2	1.7	3
C=CCn1c(SCC(=O)Nc2ccc(C)c(F)c2)nnc1-c1cccs1	0.1	6	0.2	9
COc1ccccc1C(=O)Nc1cc(-c2cccs2)nn1-c1nc(C)c(Cc2ccccc2)c(=O)[nH]1	-0.1	7	-0.5	5
CN1CCN(C(=S)NC(=O)c2ccccc2)CC1	0.0	5	0.0	-3
N#CC1=C(SCC(N)=O)NC(=O)CC1c1ccc(Cl)cc1Cl (stereo not given)	0.2	14	0.0	-6
O=C(OCc1ccc([N+](=O)[O-])cc1)c1ccc2ccccc2c1O	-0.1	-3	0.3	4
O=C(O)CCOC(Cc1cnccn1)c1ccc(C(F)(F)F)cc1 (stereo not given)	-0.1	-7	-0.5	-4
Cc1ccc(N(C)C(=O)CN(C)S(=O)(=O)c2cccc3cccnc23)cc1	0.1	-4	1.1	-15
COc1cc(C=O)ccc1Oc1nc(C)nc2sc3c(c12)CCC3	0.0	-2	-0.6	3
COCCN1CN=C(Nc2nc3ccccc3s2)NC1	0.7	13	-1.4	-8
